Compound activity from PubChem BioAssay.
Hsp70 displacement: Hsp70 inhibitors, probe displacement, primary screen, biochemical, fluorescence polarization (AID 583) | actives 0.06% (n = 140,000) | displacement, % at 20 µM, or IC50 in µM where a hit was titrated | Hsp70 fluorescence polarization probe displacement, mP; higher % means a stronger effect; in the data active means displacement above about 50%;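 further: plate controls were vehicle for no effect and reference ligand for full effect; a part of the inactive calls stands beside numbers as strong as those of hits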
Rat MKP-3 inhibitors: inhibition of rat DUSP6 enzyme activity – biochemical, in vitro, primary screen (AID 425). one-dose inhibition, % at 20 µM; IC50 in µM for titrated hits. recombinant MKP-3 phosphatase activity, fluorescence; higher % means a stronger effect. actives 0.17% (n = 110,000); in the data active means inhibition above about 50%;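 further: plate controls were vehicle for no effect and reference inhibitor for full effect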
Starred values were filed as active, the others as inactive; . = not tested or not shown; & = joins results of further samples. This is a subset; the hit share may differ from the screen's.

SMILES	Hsp70 displacement	Rat MKP-3 inhibitors
O=C(CSc1nc(-c2ccccc2)c(-c2ccccc2)o1)Nc1nccs1	-2.2%	2.5%
COC(=O)C1=C(O)/C(=C/c2ccc(OCC(=O)Nc3ccccc3OC)cc2)N=C1C	13.0%	1.5%
CCCCOC(=O)CSc1nnc(-c2cc(OC)c(OC)c(OC)c2)o1	-7.4%	-2.6%
CC(=O)c1sc(NC(=O)C=C(C)C)nc1C	0.8%	-10.9%
CC12c3ccccc3C(C)(c3ccccc31)C1C(=O)N(c3ccc(C(=O)O)cc3)C(=O)C12 (centres undefined)	-0.6%	-1.2%
N/C(=N\c1nc(C(F)(F)F)cc(=O)[nH]1)Nc1ccc(-c2ccccc2)cc1	-1.3%	2.4%
Cc1cc(N/C=C/C(=O)c2ccccc2)ccc1Br	-2.7%	4.3%
O=c1cc(-c2ccccc2)c2cc(Cl)ccc2[nH]1	-3.0%&0.2%	-0.1%&2.1%
CC1CCN(c2nncc3ccccc23)CC1	6.2%	-4.1%
COc1ccc(-c2ccc(/C=N/NC(=O)C(O)c3ccccc3)o2)cc1Cl (centres undefined)	-6.9%	-0.5%
CCN(CC)S(=O)(=O)c1ccc(-c2nnc(SCC(=O)Nc3cc(OC)cc(OC)c3)o2)cc1	-5.3%	.
CC(C)(C)c1ccc(C(=O)CC(=O)c2ccccc2O)cc1	-0.5%	2.8%
CSc1ccccc1NC(=O)/C=C/C(=O)O	2.6%	-4.5%
COCC(C)NC(=O)c1cc(-c2cccc(OC)c2)on1 (centres undefined)	-1.3%	-4.4%
CC(C)CNC(=O)c1nn2c(c1Cl)NC(c1cccs1)CC2C(F)(F)F (centres undefined)	1.4%	-1.5%
CCC(=O)N1N=C(c2ccc(NS(C)(=O)=O)cc2)CC1c1ccc(C)cc1 (centres undefined)	-0.2%	.
CCS(=O)(=O)N1CCC(C(=O)NCCc2ccccc2)CC1	-2.3%	4.7%
COc1ccc(CC(=O)Nc2cc(C)ccn2)cc1	0.8%	1.8%
CCCc1nnc(SCC(=O)N2CCCC(C)C2)n1CCCOC (centres undefined)	-5.5%	-7.9%
O=C(NCCN1CCCC1)C1CC(=O)N(C2CCCCC2)C1 (centres undefined)	-4.1%	10.6%
COc1ccc(C(NC(=O)CN(c2cccc(Cl)c2)S(=O)(=O)c2ccccc2)c2ccccc2)cc1 (centres undefined)	7.0%	2.4%
O=C(CN1C(=O)C2C3C=CC(C3)C2C1=O)Nc1ccc2nccnc2c1 (centres undefined)	-2.4%	-3.5%
COc1cccc(/C=C2\SC(=S)N(CCC(=O)O)C2=O)c1	-6.3%	-0.3%
Cc1nc(-c2ccccc2)nc2[nH]c(-c3ccccc3)cc(=O)c12	-3.2%&5.4%	0.4%
CN(C)S(=O)(=O)N1CCN(S(=O)(=O)c2ccccc2)CC1	3.3%	-12.7%
Cc1cc(NC(=O)c2ccccc2)n(-c2ccccc2)n1	-2.7%	0.2%
Nc1nc(NC(=O)c2cccs2)nn1-c1ccccc1	-3.3%	-5.4%
COC(=O)c1ccc(NC(=O)C2C3C=CC(O3)C2C(=O)O)cc1 (centres undefined)	3.7%	-1.0%
Cc1cccc(NC(=O)CCCCCN2C(=O)c3ccccc3C2=O)n1	-2.2%	2.9%
COc1cccc(-c2nnn(CC(=O)Nc3cc(OC)c(NC(=O)c4ccco4)cc3OC)n2)c1	-1.5%	.
CCOC(=O)c1c(C)oc2c1c(C=NC1CCS(=O)(=O)C1)c(O)c1ccccc12 (centres undefined)	28.5%	8.0%
CCCn1nnc(NC(=O)c2sc3ccccc3c2Cl)n1	-2.1%	-3.0%
CCC1(C(=O)OC)NC(c2cccc(F)c2)C2C(=O)N(C)C(=O)C21 (centres undefined)	1.1%	-5.0%
COc1ccccc1-n1c(SCC(=O)N(C)C2CCS(=O)(=O)C2)nc2ccccc2c1=O (centres undefined)	-2.8%	-1.1%
Cc1ccc(CC(=O)NCC(C)C)cc1	2.6%	-6.0%
COc1ccc(Cl)cc1Nc1cc(C)nc2nc(C)nn12	5.5%	0.5%
CN(CCCC(=O)O)S(=O)(=O)c1ccc2c(c1)Cc1cc(S(=O)(=O)N(C)CCCC(=O)O)ccc1-2	3.8%	3.3%
CC(C)C(=O)N1CCN(c2nc(-c3ccccc3)c3c(c2C#N)CCCC3)CC1	0.6%	-1.4%
Cc1ccc(C(=O)NC(=S)NNC(=O)c2ccccc2[N+](=O)[O-])cc1	-2.4%	.
Cc1cc(=O)oc(C)c1C(=O)NC1CC(C)(C)NC(C)(C)C1	-5.2%	-4.6%
Cc1c(C(=O)Nc2nccs2)sc2nc(-c3cccs3)cc(C(F)(F)F)c12	-5.7%	.
Clc1ccc(Cn2ncc3c(N4CCCCC4)ncnc32)c(Cl)c1	-3.6%	-0.9%
CCOc1ccc(-c2nnc3sc(COc4ccc(C)cc4)nn23)cc1	-4.4%	-9.6%
CC(C)c1nc2ccccc2c2nnc(SCC(=O)NCc3ccco3)n12	5.3%	-5.6%
COc1cccc(OC)c1C(=O)Nc1ccccc1C(=O)N1CCOCC1	11.7%	-16.5%
O=[N+]([O-])c1ccc(S(=O)(=O)N(CCO)CCO)cc1	2.3%	1.4%
FC(F)(F)c1cnc(Oc2ccc(-c3nnco3)cc2)c(Cl)c1	1.3%	-11.3%
CCOC(=O)c1ccc(NC2=NC3(CCCCC3)N=C(N)N2)cc1	-0.1%	3.8%
CC(=O)Nc1ccc(S(=O)(=O)N2c3ccc(C)cc3C(C)=CC2(C)C)cc1	2.8%	1.3%
COc1ccccc1C(=O)N1CCN(S(C)(=O)=O)CC1	2.1%	3.0%

Other compounds:
SMILES	Hsp70 displacement	Rat MKP-3 inhibitors
CCOC(=O)c1c(NC(=O)CCN2CCCC2)sc2c1CC(C)(C)OC2	3.0%	-2.4%
Cc1cc(OCC(=O)Nc2ccc(N3CCCC3)cc2)cc(C)c1Cl	-24.9%	.
CC(C(=O)O)c1ccc(-c2ccccc2)c(F)c1 (centres undefined)	.	-2.8%
CC1=NN(C(=O)CCc2ccccc2)C(O)(c2ccc(Cl)cc2)C1 (centres undefined)	0.0%	4.3%
Cc1cc2nc3c(nc2cc1C)C1(C(=O)N(C)C)CCC3(C)C1(C)C (centres undefined)	-1.0%	.
O=C(Nc1ccc(Nc2ccccc2)cc1)c1ccc(Br)cc1	-1.5%	-0.1%
CCc1cc(C)cc(OCCOc2cccc(C=C3C(=O)NC(=O)NC3=O)c2)c1	2.7%	3.2%
Cc1cccc2cc(C#N)c(N3CCCC3)nc12	4.3%	-9.2%
CSc1nnc(-c2ccccc2)n1N	-6.4%	-7.8%
CCn1c(SC)nnc1-c1nnc(SC)n1CC	-5.0%	2.2%
CCCCn1c(SCC(=O)Nc2cccc(C)n2)nnc1-c1ccco1	-6.3%	4.5%
Cc1sc2c(=O)n3c(nc2c1C(=O)NCCCN1CCOCC1)CCCCC3	-3.7%	-10.4%
COc1ccc(Cl)cc1N1Cc2ccccc2C1	5.3%	.
COc1cccc(-c2cc(C(=O)Nc3cc(C)n(Cc4ccc(Cl)cc4)n3)no2)c1	-4.0%	1.2%
CCc1ccc(NC(=O)c2cncc(Br)c2)cc1	2.0%	0.9%
CCOc1ccc(CCNC(=O)COC(=O)c2cccnc2OCC)cc1OCC	-1.2%	.
COC(=O)C1=C(O)/C(=C/c2cccc(OC)c2O)N=C1C	-2.6%	0.3%
O=C(CCCOc1ccccc1)Nc1ccc(S(=O)(=O)N2CCOCC2)cc1	0.9%	-16.4%
COc1ccc(Br)cc1Cn1c(=O)[nH]c2cc(C(F)(F)F)ccc21	-3.7%	3.1%
CCN(CC)c1ccc2cc(-c3nc4ccccc4[nH]3)c(=O)oc2c1	60.8%	-0.9%
CC12CC3(C)CC(C)(C1)CC(C(=O)NCc1cccnc1)(C2)C3	1.9%	0.4%
CCc1cccc(CC)c1NC(=O)c1ccc(-c2ccccc2)cc1	0.1%	2.8%
CCOC(=O)C1=C(C)NC(=O)CC1c1ccccc1I (centres undefined)	2.8%	3.1%
COc1ccc(C(=O)Nc2ccccc2C(=O)NC(C(=O)NCc2ccccc2)C(C)C)cc1 (centres undefined)	.	1.9%
COc1ccc(Cl)cc1NC(=O)CC(C)=O	3.5%&2.9%	-5.9%&-1.9%
Cc1ccc(Oc2ccc(S(=O)(=O)N3CCOCC3)cc2C(N)=O)c(-n2nc3ccccc3n2)c1	-0.1%	1.8%
COC(=O)Nc1ccc(S(=O)(=O)N(C)C)cc1	-1.3%	-9.1%
O=C(c1nn(Cc2ccccc2)c(=O)c2ccccc12)N1CCN(C/C=C/c2ccccc2)CC1	7.6%	.
CC(C)(C)Cc1nc(-c2ccc(Cl)cc2)no1	1.1%	.
O=C1NC(=Nc2cccnc2)S/C1=C/C=C/c1ccccc1	2.9%	0.1%
Cc1ccc(-c2cc(-c3ccccc3)nc(N3CCCC3)n2)cc1	4.1%	-1.8%
CCCN(CCC)C(=O)CSc1nc2ccsc2c(=O)n1NC(=O)c1ccccc1	8.4%	.
Cc1ccccc1NS(=O)(=O)c1ccc(NC(=O)c2ccco2)cc1	2.0%	-4.8%
CCC(Oc1ccccc1)C(=O)Nc1ccc(C)c(Cl)c1 (centres undefined)	-7.1%	4.4%
COc1ccc(NC2(c3ccc(Cl)cc3)C(=O)c3ccccc3C2=O)cc1	0.4%	4.8%
CN1CCN(CCCNC(=O)c2cn(C)c3ccc(S(=O)(=O)N(C)C)cc3c2=O)CC1	5.8%	2.9%
O=C(CCn1cccc1)NCc1ccccc1	1.3%	2.4%
O=C(CCC1COc2ccccc2O1)Nc1cccnc1 (centres undefined)	2.1%	-1.3%
O=C1c2ccccc2C(=O)N1CCS(=O)(=O)NC12CC3CC(CC(C3)C1)C2	4.4%	5.6%
Cc1nnc(NC(=O)C2COc3ccccc3O2)s1 (centres undefined)	-1.0%	-7.1%

An excerpt of these results, as labelled records.
smiles: COc1ccc(NC2(c3ccc(Cl)cc3)C(=O)c3ccccc3C2=O)cc1
  Hsp70 displacement: 0.4%
  Rat MKP-3 inhibitors: 4.8%

smiles: CN1CCN(CCCNC(=O)c2cn(C)c3ccc(S(=O)(=O)N(C)C)cc3c2=O)CC1
  Hsp70 displacement: 5.8%
  Rat MKP-3 inhibitors: 2.9%

smiles: O=C(CCn1cccc1)NCc1ccccc1
  Hsp70 displacement: 1.3%
  Rat MKP-3 inhibitors: 2.4%

smiles: O=C(CCC1COc2ccccc2O1)Nc1cccnc1 (centres undefined)
  Hsp70 displacement: 2.1%
  Rat MKP-3 inhibitors: -1.3%

(next part)
SMILES	Hsp70 displacement	Rat MKP-3 inhibitors
Cc1ccc2[nH]c3c(c2c1)CN(C)CC3	-1.8%	.
CCS(=O)(=O)N1CCCC(C(=O)NCc2ccc(C)cc2)C1 (centres undefined)	5.9%	4.7%
COc1ccc(OCCNS(=O)(=O)c2ccccc2)cc1	-0.4%&-2.3%	-14.4%&-0.1%
COc1ccc(Cl)cc1C(=O)NCC#N	0.1%	.
O=c1cc(CO)oc(CN2CCN(c3cccc(C(F)(F)F)c3)CC2)c1O	-3.6%	.
CCCC1=NN(C(=O)Cc2ccc(OC)c(OC)c2)C(O)(C(F)(F)F)C1 (centres undefined)	1.2%	-1.3%
COc1ccc(C2=CC(c3ccc(C)cc3)n3nnnc3N2)cc1 (centres undefined)	-1.3%	-10.1%
c1ccc2nc3c(nc2c1)sc1nc2ccccc2n13	5.1%	6.4%
CCOC(=O)c1cn(CC(=O)Nc2ccc(C(C)C)cc2)nn1	4.0%	-3.1%
CCN(CC)c1ccc(N2C(=O)/C(=C/c3ccc(C)cc3)SC2=S)cc1	-3.8%	1.1%

One compound at a time, from the list above. Screens in order: Hsp70 displacement, Rat MKP-3 inhibitors
N/C(=N\c1nc(C(F)(F)F)cc(=O)[nH]1)Nc1ccc(-c2ccccc2)cc1 is listed with -1.3%, 2.4%
CN(CCCC(=O)O)S(=O)(=O)c1ccc2c(c1)Cc1cc(S(=O)(=O)N(C)CCCC(=O)O)ccc1-2 is listed with 3.8%, 3.3%
COC(=O)C1=C(O)/C(=C/c2ccc(OCC(=O)Nc3ccccc3OC)cc2)N=C1C is listed with 13.0%, 1.5%
CCCCOC(=O)CSc1nnc(-c2cc(OC)c(OC)c(OC)c2)o1 is listed with -7.4%, -2.6%
CCOC(=O)c1cn(CC(=O)Nc2ccc(C(C)C)cc2)nn1 is listed with 4.0%, -3.1%

(further entries)
SMILES	Hsp70 displacement	Rat MKP-3 inhibitors
CC(=O)N/N=C/c1cc(C)n(-c2ccc(Cl)cc2Cl)c1C	-0.6%	2.9%
CC(NC(=O)CCOc1ccccc1)c1ccccc1 (centres undefined)	0.9%	.
Cc1ccc(C(O)c2cccnc2)o1 (centres undefined)	1.7%	0.5%
CCn1c(NC(=O)c2ccco2)c(-c2ccccc2Cl)c(=O)c2ccccc21	2.5%	-7.8%
CCOC(=O)C1=C(c2ccccc2)Nc2ncnn2C1c1cc(OC)ccc1OC (centres undefined)	-0.5%	.
O=C(CN1C(=O)c2ccccc2C1=O)Nc1ccc(O)cc1C(=O)O	-1.9%	1.9%
O=c1cc(CSc2nnc(COc3ccccc3)o2)c2ccccc2[nH]1	-3.6%	-2.4%
NC(=O)C1CCN(C(=O)CN2CCCc3ccccc32)CC1	3.4%	1.6%
Cc1ccc(C)n1-n1c(C)nc2scc(-c3ccccc3)c2c1=O	2.3%	.
O=C(NC1CCCC1)c1ccc(Br)o1	-4.0%	.
N#CC1=C(N)OC2=C(C(=O)CCC2)C1C1CC=CCC1 (centres undefined)	0.3%	2.4%
CC(Cc1ccccc1)NC(=O)C1CCCNC1=O (centres undefined)	1.0%	.
COc1ccc(NC(=O)C2=C(C)NC(=O)NC2c2ccc(OC)cc2OC)cc1 (centres undefined)	-2.5%	2.8%
COC(=O)c1ccc(CN2C(=O)NC3(CCCc4ccccc43)C2=O)o1 (centres undefined)	-4.4%	1.2%
Oc1ccc(O)c([S+]2CCCC2)c1	0.6%	0.7%
CCC(=O)Nc1cc(C)c(NC(=O)c2ccco2)cn1	1.9%	-7.8%
O=[N+]([O-])c1cc(C2Nc3cccc4cccc(c34)N2)ccc1Cl	4.5%	1.3%
